Source: PubChem BioAssay
H9c2 protect = cardioprotection against H2O2-induced cell death, primary screen, uHTS, H9c2 cells, ATPLite luminescence | 360,000 compounds, 0.63% hits | H9c2 cardiomyocytes, H2O2 injury protection, 2 h | protection from H2O2 cell death, % at 20 µM | AID 588492, 2011;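 active = compounds giving at least 50% protection of heart cells from peroxide-induced death in the single-dose screen, raw or plate-pattern-corrected value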;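 also: 0% = DMSO wells with peroxide and 100% = DMSO wells without peroxide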
HIF-2a inh = HIF-2a reporter inhibitors, primary screen, luminescence, 786-0 RCC cells; inhibition, % at 18.8 µM; 786-0 RCC cells HIF-2a reporter, luciferase luminescence, overnight; 360,000 compounds, 0.72% hits;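 active = inhibition of the luminescence signal of 40% or more relative to plate controls, in a single-dose primary screen at 18.75 µM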
Shn3 inh set2 = reduction of Shn3 3'UTR firefly luciferase signal, primary screen, Schnurri-3 inhibitor project, cell-based, Clone20 osteoblasts, set 2; Clone20 osteoblast Shn3 3'UTR firefly luciferase, 24 h; 360,000 compounds, 0.52% hits; inhibition, % at 12.5 µM; AID 588674, 2011;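 active = mean inhibition of at least 75% with every replicate also reaching 75%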;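 also: 0% = median of neutral control wells and 100% = pilot-screen positive control compound; some compounds past the cut are filed as inactive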
TRPM1 prom inh = inhibitors of MITF-dependent TRPM1 promoter reporter, primary screen, cell-based, SK-MEL-5, single point, luciferase. SK-MEL-5 TRPM1 promoter luciferase, 24 h. inhibition, % at 12.5 µM. 330,000 compounds, 0.83% hits;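 active = mean inhibition across replicates of 60% or more, whatever share of single replicates reaches that level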; also: values of inactives mirror those of a sister screen read the other way
hiPSC survival = enhancers of single-cell hiPSC survival, primary screen, ATPlite luminescence; 360,000 compounds, 0.044% hits; survival enhancement, % at 20 µM; 100% = ROCK inhibitor wells, 0% = DMSO; in the data active = survival enhancement above about 18%;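 also: cells exposed to compounds for 16 hours before the ATP read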
NR2E3 ag-1 = NR2E3 agonists in two-hybrid cells, primary screen, cell-based, luminescence, CHO-S, Gal4-NCOR/VP16-NR2E3 | Photoreceptor-specific nuclear receptor (Homo sapiens), Q9Y5X4 | luciferase | inhibition of corepressor binding, % at 3.98 µM | 360,000 compounds, 0.35% hits | AID 602229, 2012;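 active = inhibition above the mean of all tested compounds plus 3 SD, cut at about 70% in these data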;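 also: 0% = DMSO with NR2E3 transfected cells and 100% = cells lacking NR2E3 construct; higher means lower luciferase signal from less NR2E3 corepressor binding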
m5-HT2A agonist = mouse Htr2a agonists via beta-arrestin recruitment, primary screen, cell-based, luminescence | 5-hydroxytryptamine receptor 2A (Mus musculus), P35363 | CHO-K1 mHTR2A beta-arrestin complementation; percent of 30 µM serotonin response | activation, % at 7.6 µM | 360,000 compounds, 0.66% hits;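 active = activation above a run cutoff, the mean activation of all tested compounds plus 3 SD, cut at about 14% in these data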;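 also: 0% = plate median of compound wells and 100% = 30 µM serotonin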
Target sequence (P35363 whole entry, looked up): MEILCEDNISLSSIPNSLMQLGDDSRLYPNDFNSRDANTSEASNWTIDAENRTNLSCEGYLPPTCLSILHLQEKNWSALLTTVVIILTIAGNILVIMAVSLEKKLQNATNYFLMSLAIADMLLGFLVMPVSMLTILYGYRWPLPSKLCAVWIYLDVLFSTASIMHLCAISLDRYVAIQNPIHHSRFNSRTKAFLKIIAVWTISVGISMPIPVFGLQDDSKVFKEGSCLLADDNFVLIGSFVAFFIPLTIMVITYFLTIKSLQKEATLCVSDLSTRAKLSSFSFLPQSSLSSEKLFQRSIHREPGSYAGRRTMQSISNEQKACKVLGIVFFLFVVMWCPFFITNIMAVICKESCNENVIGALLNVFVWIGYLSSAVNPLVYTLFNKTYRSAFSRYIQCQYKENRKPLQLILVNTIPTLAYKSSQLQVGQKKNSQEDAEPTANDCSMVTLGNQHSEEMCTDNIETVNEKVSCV
PDI inh = inhibitors of human PDI, primary screen, biochemical, turbidity, single point, plate reader | inhibition, % at 10 µM | AID 588391, 2011 | Protein disulfide-isomerase (Homo sapiens), P07237 | PDI insulin aggregation turbidity, A650, 90 min | 350,000 compounds, 0.052% hits;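 active = mean inhibition across replicates of 30% or more, whatever share of single replicates reach that level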;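 also: absorbance from insulin aggregation driven by PDI reduction with DTT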
Target sequence (P07237 whole entry, looked up): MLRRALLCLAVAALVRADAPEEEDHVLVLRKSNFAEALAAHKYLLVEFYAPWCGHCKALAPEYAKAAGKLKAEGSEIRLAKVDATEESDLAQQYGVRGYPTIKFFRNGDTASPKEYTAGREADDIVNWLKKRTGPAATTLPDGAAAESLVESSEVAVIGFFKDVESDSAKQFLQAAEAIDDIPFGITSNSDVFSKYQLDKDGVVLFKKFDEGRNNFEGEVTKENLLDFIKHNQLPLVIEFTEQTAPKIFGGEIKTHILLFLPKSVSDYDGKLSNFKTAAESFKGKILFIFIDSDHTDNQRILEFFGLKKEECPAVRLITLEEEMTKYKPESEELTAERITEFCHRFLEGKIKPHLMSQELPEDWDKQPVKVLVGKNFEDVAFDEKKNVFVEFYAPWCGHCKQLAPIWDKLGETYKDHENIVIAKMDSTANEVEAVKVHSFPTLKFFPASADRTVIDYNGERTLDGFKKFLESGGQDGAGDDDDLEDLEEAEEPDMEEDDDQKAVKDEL
Peg3 promoter = Peg3 promoter-driven luciferase inhibitors, primary screen, cell-based, HeLa, luciferase luminescence | HeLa PEG-Prom luciferase reporter, overnight | inhibition, % at 20 µM | 360,000 compounds, 1.7% hits;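 active = inhibition of at least 50% at 20 µM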
CaV13 FRET inh = Disruptors of the CACNA1D IQ motif to Ca2+-dependent inactivation inhibitor domain association, primary screening, Förster resonance energy transfer in intact living …; inhibition, % at 12.3 µM; HEK cells, CFP/YFP FRET ICDI-IQ, plate reader, 10 min; percent FRET-ratio fall versus neutral wells; 340,000 compounds, 0.098% hits;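 active = mean replicate inhibition of at least 30% and at least 1% of replicates passing that level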;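 also: 0% = median of the neutral control wells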
NR2E3 ag-2 = inhibitors of NR2E3-RetCOR corepressor binding, primary screen, NR2E3 agonist project, biochemical, TR-FRET, GST-NR2E3, biotin-RetCOR; Photoreceptor-specific nuclear receptor (Homo sapiens), Q9Y5X4; 1536-well; inhibition of corepressor binding, % at 4.78 µM; 320,000 compounds, 0.12% hits; AID 2300, 2010;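 active = percent inhibition above the cutoff of mean plus 3 SD of all tested compounds, set per screening campaign, cut at about 20% in these data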;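 also: 0% = DMSO wells and 100% = biotin wells as full block of FRET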
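Material: NR2E3–RetCOR corepressor complex / Incubation: Compound–protein incubation for 5 h at 4 °C / Dosing: compound at 4.8 µM, single dose / Detection: time-resolved FRET / Benchmarks: high control biotin, low control 0.6% DMSO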
An asterisk follows results filed as active; . = not tested or not shown.

SMILES | H9c2 protect | HIF-2a inh | Shn3 inh set2 | TRPM1 prom inh | hiPSC survival | NR2E3 ag-1 | m5-HT2A agonist | PDI inh | Peg3 promoter | CaV13 FRET inh | NR2E3 ag-2
O=C(CC1SC(=NCCc2ccccc2)N(/N=C/c2cccs2)C1=O)Nc1ccc(Cl)cc1 (centres undefined) | -1.1 | -22.8 | 20.6 | -0.4 | -0.3 | -10.7 | -9.1 | -5.3 | -22.0 | -3.0 | 1.6
CNC(=S)c1cc(C(C)(C)C)c(O)c(C(C)(C)C)c1 | -2.9 | 23.9 | 1.3 | -1.9 | 1.7 | -4.0 | -8.6 | -0.5 | 19.8 | 3.2 | -0.3
O=C(O)Cc1ccc2ocnc2c1 | 1.0 | -6.4 | -45.0 | -0.3 | -1.0 | 5.8 | 3.6 | 3.1 | -17.7 | -5.2 | 3.4
CC(C)c1ccc(NC(=O)NCc2ccc(F)cc2)cc1 | -7.3 | -42.3 | 7.5 | -16.0 | -0.5 | -7.6 | -1.6 | 2.8 | -12.9 | -3.6 | -0.4
CC1=C(C(=O)Nc2ccccc2)C(c2cccc([N+](=O)[O-])c2)Nc2nc3ccccc3n21 (centres undefined) | 0.1 | 9.2 | 6.1 | 2.6 | -1.2 | 1.9 | 3.9 | 0.9 | 15.0 | -6.7 | 5.4
COc1ccc(C2/C=C\CN(C(=O)c3ccc(C)cc3)[C@H](Cc3ccccc3)C(=O)N2Cc2ccc(F)cc2)cc1 (some centres undefined) | 85.2* | -0.9 | 87.3* | 1.5 | -2.8 | -16.0 | -3.6 | 0.0 | 69.9* | . | 0.7
Nc1nc2c(Br)ccc(Br)c2cc1C(=O)NCc1cccc2ccccc12 | . | 14.4 | . | . | -0.6 | -14.8 | 4.5 | . | . | -2.7 | .
Cc1ccc(C)c(S(=O)(=O)Nc2ccc(O)c3ccccc23)c1 | -21.7 | -9.6 | -28.3 | 25.6 | -0.8 | 15.7 | 4.5 | -9.6 | 13.0 | -9.9 | -1.9
O=C(CNC(=O)c1ccc(F)cc1)N/N=C/c1cccnc1 | -0.9 | 6.1 | 0.6 | 3.7 | -0.6 | -17.6 | 1.7 | 4.6 | -62.2 | -3.7 | 2.9
COC(=O)C1=C(C)N(Cc2ccco2)C(=O)/C1=C\c1ccc(N(C)C)cc1 | -4.1 | -2.2 | 36.4 | -9.5 | 1.7 | -16.7 | 0.3 | -4.5 | 0.0 | -6.0 | -2.0
COc1cccc(C(=O)CC(=O)C(=O)Nc2ccc(C)cc2Cl)c1 | -0.4 | 8.5 | 3.1 | -4.2 | 2.1 | -31.9 | 9.2 | -4.2 | -2.8 | -15.8 | -1.8
O=C(O)CC/C(=C\c1cccc(NC(=O)c2ccccc2Cl)c1)c1nc2ccccc2s1 | -1.0 | -44.8 | 2.7 | -0.1 | -0.7 | -13.6 | 4.0 | -5.0 | -14.7 | -2.6 | -4.2
Cn1c(C(=O)NCC2CCCO2)cc2c(=O)n3ccccc3nc21 (centres undefined) | 19.4 | -83.8 | 9.1 | -43.8 | -1.6 | 25.7 | 5.5 | -2.5 | -62.0 | . | 1.9
CCCc1cc(=O)[nH]c(SCc2nc3ccccc3o2)n1 | -1.6 | 11.4 | -0.8 | 4.2 | -0.6 | -1.7 | -2.7 | -3.4 | 3.0 | -4.4 | 2.0
CCOC(=O)N/N=C/c1cc(C)n(-c2cccc3ccccc23)c1C | -1.7 | -23.2 | 8.3 | 4.2 | -0.5 | -56.3 | 0.9 | -5.4 | 3.4 | -2.8 | -4.0
Cc1cccc(NS(=O)(=O)c2ccc3c(c2)oc(=O)n3C)c1C | -1.3 | 28.1 | 13.7 | 0.8 | 0.9 | 6.9 | 0.5 | -7.1 | 20.1 | -3.8 | .
O=C(c1ccc(Cl)cc1)c1cc([N+](=O)[O-])ccc1N1CCOCC1 | -9.9 | 35.1 | 8.7 | 5.1 | 0.0 | -7.8 | -2.3 | 3.2 | 16.0 | -1.7 | -3.0
NNC(=O)c1cccc(COc2ccc3c(c2)CCC3)c1 | -7.0 | 68.4* | 20.9 | 45.3 | -1.0 | -208.1 | -3.1 | -3.0 | -42.3 | -14.7 | 1.6
COc1cccc(C(=O)NN2CC(O)=C(c3nc4ccccc4s3)C2=N)c1 | 3.0 | -0.2 | 12.1 | -6.3 | -1.5 | 8.1 | 2.6 | 7.5 | 0.4 | -5.5 | 5.5
COc1ccc(C(=O)NC2CCN(C(=S)Nc3ccc(C)cc3)CC2)cc1 | 1.3 | 13.9 | 14.2 | 3.9 | -0.1 | 3.1 | 2.8 | -3.6 | 3.8 | -0.2 | 0.6
Cc1ccc(/C=C\c2nccc3c2[nH]c2ccccc23)cc1 | -22.1 | -208.3 | -39.2 | -13.7 | -0.3 | -79.7 | -7.0 | 1.6 | -176.4 | -29.3 | 1.1
Cc1cccc(OCc2nnc(SC(C)C(=O)O)n2-c2ccccc2)c1 (centres undefined) | 0.9 | 24.9 | 16.9 | -8.2 | -0.4 | 12.1 | 4.8 | 5.8 | -10.8 | -3.1 | -1.5
COc1cccc(CN(CC2CCCO2)C(=O)c2cc3ccccc3oc2=O)c1 (centres undefined) | 4.0 | -73.6 | -30.9 | -24.4 | 1.1 | -7.3 | 3.1 | -1.3 | -81.3 | -5.8 | 0.6
O=C(O)c1ccccc1C(=O)N1N=C2/C(=C/c3cccc([N+](=O)[O-])c3)CCCC2C1c1cccc([N+](=O)[O-])c1 (centres undefined) | -5.2 | -46.0 | -13.9 | -16.7 | 0.1 | -12.2 | -3.9 | 5.2 | -46.0 | -5.8 | 0.9
CC(O)c1nc2cc([N+](=O)[O-])ccc2n1Cc1ccccc1 (centres undefined) | -2.6 | 11.3 | 3.1 | 7.8 | 0.6 | 2.2 | 2.8 | -12.3 | 14.4 | -6.8 | 4.1

Remaining list, next part:
SMILES | H9c2 protect | HIF-2a inh | Shn3 inh set2 | TRPM1 prom inh | hiPSC survival | NR2E3 ag-1 | m5-HT2A agonist | PDI inh | Peg3 promoter | CaV13 FRET inh | NR2E3 ag-2
Fc1cccc(F)c1CN1CCN(c2ncccn2)CC1 | 8.9 | 1.1 | 10.7 | -2.2 | 2.3 | 10.9 | 4.7 | 4.3 | 45.8 | -10.2 | 6.3
COC(=O)c1ccc(NC(=O)c2ccc(NS(=O)(=O)c3cccc4cccnc34)cc2)cc1 | -5.9 | -3.0 | -9.8 | 0.4 | -0.7 | -1.4 | -4.4 | -5.2 | 3.9 | . | 1.1
Cc1ccc(N2C(=O)C3C(C2=O)C2C=CC3C23CC3)c([N+](=O)[O-])c1 (centres undefined) | 3.2 | 8.7 | -28.1 | -11.4 | 0.0 | -2.3 | 2.7 | -5.5 | -2.0 | -2.1 | 0.0
COc1ccc(Cl)cc1NC(=O)CN1CCC(n2nnc3cc(F)ccc32)CC1 | -0.9 | 8.6 | 29.5 | -0.3 | -3.5 | -6.7 | -2.2 | 0.3 | 22.2 | -2.5 | -1.2
O=S(=O)(c1ccccc1Cl)N1CCCC(c2nc(-c3cccnc3)no2)C1 (centres undefined) | -6.6 | 8.9 | 20.0 | 1.7 | -0.4 | 0.1 | -2.1 | 0.6 | 13.3 | -6.7 | 1.9
CCCc1nnc(SCC(=O)NC2CC2)n1CC | -4.3 | 11.6 | 18.6 | 7.3 | 0.0 | -15.4 | 3.8 | 8.5 | 11.0 | -3.4 | 0.7
CCOC(=O)c1ccc(NC(=O)C(=O)NCc2ccc(/C=C(/C#N)C(=O)NCCOC)o2)cc1 | 9.1 | 1.1 | 0.6 | -5.3 | -0.6 | -31.9 | 0.9 | 9.0 | 9.4 | -7.0 | -4.0
CS(=O)(=O)N(CC(=O)N1CCN(c2ccccc2)CC1)c1cccc(Br)c1 | -5.7 | -3.1 | 1.5 | -0.2 | 0.1 | -6.4 | -6.6 | 0.0 | 11.9 | -4.8 | 0.7
Cc1c(NC(=O)C(C)OC(=O)/C=C/c2ccco2)c(=O)n(-c2ccccc2)n1C (centres undefined) | -0.5 | 11.7 | -8.1 | 11.2 | -0.2 | -17.0 | 1.1 | 0.1 | 12.1 | 3.3 | 1.4
CCC(C)C(=O)NCCc1ccc(S(N)(=O)=O)cc1 (centres undefined) | 8.2 | 19.2 | -6.3 | 13.1 | 3.9 | 0.7 | 1.8 | 10.7 | -6.4 | -5.7 | 0.8
COC(CNC(=O)C1CC(=O)N(CCc2ccc(C)cc2)C1)OC (centres undefined) | 5.9 | 19.4 | -43.1 | -10.8 | 0.7 | 4.4 | -4.7 | 9.8 | 6.2 | -2.4 | 1.2
O=C(NCCCN1CCOCC1)C(=O)NCC1OCCCN1S(=O)(=O)c1cc(F)ccc1F (centres undefined) | 5.3 | 20.4 | 7.4 | -13.8 | -0.6 | 25.2 | -1.0 | -7.4 | 3.5 | -11.8 | 1.9
Cc1cc(NS(=O)(=O)c2ccc(NC(=O)c3oc4ccccc4c3C)cc2)no1 | -2.6 | -13.8 | -10.6 | 14.2 | -1.9 | -14.7 | -1.2 | 2.0 | 19.8 | -3.8 | 5.0
CC1(C)CC(=O)C(C2=NC3(CCCCC3)Cc3ccccc32)=C(O)C1 | 7.8 | 12.3 | -1.2 | -6.8 | -0.2 | -15.8 | -4.8 | -2.4 | 31.0 | 6.2 | 1.8
COc1ccc(C2C(C(=O)c3ccco3)=C(O)C(=O)N2CCOCCO)cc1OC (centres undefined) | 3.2 | 12.3 | -5.0 | -2.0 | 1.9 | 3.0 | 3.2 | 5.1 | 6.5 | -5.1 | -0.5

Three entries from above, sorted by heavy-atom count, rising.
SMILES | H9c2 protect | HIF-2a inh | Shn3 inh set2 | TRPM1 prom inh | hiPSC survival | NR2E3 ag-1 | m5-HT2A agonist | PDI inh | Peg3 promoter | CaV13 FRET inh | NR2E3 ag-2
CCC(C)C(=O)NCCc1ccc(S(N)(=O)=O)cc1 (centres undefined) | 8.2 | 19.2 | -6.3 | 13.1 | 3.9 | 0.7 | 1.8 | 10.7 | -6.4 | -5.7 | 0.8
CC1(C)CC(=O)C(C2=NC3(CCCCC3)Cc3ccccc32)=C(O)C1 | 7.8 | 12.3 | -1.2 | -6.8 | -0.2 | -15.8 | -4.8 | -2.4 | 31.0 | 6.2 | 1.8
O=C(NCCCN1CCOCC1)C(=O)NCC1OCCCN1S(=O)(=O)c1cc(F)ccc1F (centres undefined) | 5.3 | 20.4 | 7.4 | -13.8 | -0.6 | 25.2 | -1.0 | -7.4 | 3.5 | -11.8 | 1.9
